Bioassay records from PubChem.
cardiac RTF act = increases calcium sensitivity of human cardiac regulated thin filaments; P19429+P45379; IANBD-labeled TnC RTF fluorescence at EC20 calcium; 0% EC20 calcium, 100% full calcium; activation, % at 7.2 µM; 340,000 tested, 0.24% active; AID 493008;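 active = activation above the mean over all tested compounds plus 3 SD, cut at about 30% in these data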;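 note: rise in fluorescence read as greater calcium sensitivity of cardiac thin filaments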
HTR5A ag = activates human HTR5A in OPRM1-OPRD1 agonist counter-screen; 340,000 tested, 0.61% active; activation, % at 9.3 µM; HTR5A agonist assay, luminescence, cell-based; in the data active = activation mostly above about 9.5%, no sharp cut-off; inactive = mostly below about 7.6%;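 note: 0% = cells with vehicle only and 100% = reference agonist; strong numbers were not always called active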
Target sequence (P47898 whole entry, looked up): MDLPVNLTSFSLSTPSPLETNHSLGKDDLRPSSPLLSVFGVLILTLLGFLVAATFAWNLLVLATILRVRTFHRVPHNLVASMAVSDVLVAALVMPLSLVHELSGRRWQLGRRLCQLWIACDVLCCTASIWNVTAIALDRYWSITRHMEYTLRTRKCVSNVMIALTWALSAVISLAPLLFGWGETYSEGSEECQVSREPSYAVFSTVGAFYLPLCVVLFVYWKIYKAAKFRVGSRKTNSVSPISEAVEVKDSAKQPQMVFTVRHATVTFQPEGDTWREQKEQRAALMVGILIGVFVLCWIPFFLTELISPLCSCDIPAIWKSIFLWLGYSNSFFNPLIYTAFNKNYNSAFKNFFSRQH
Keap1 Nrf2 FP = disrupts human Keap1 binding to Nrf2 peptide | 340,000 tested, 0.15% active | Keap1 Kelch-Nrf2 peptide fluorescence polarization, 1536-well | Q14145 | inhibition, % at 9.4 µM; in the data active = inhibition above about 12%;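 note: human Keap1 Kelch domain with fluorescein labeled Nrf2 9mer peptide probe; 0% = neutral control wells and 100% = peptide positive control; higher means more block of Keap1 binding to Nrf2 peptide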
Target sequence (Q14145 whole entry, looked up, the tested form may be a part): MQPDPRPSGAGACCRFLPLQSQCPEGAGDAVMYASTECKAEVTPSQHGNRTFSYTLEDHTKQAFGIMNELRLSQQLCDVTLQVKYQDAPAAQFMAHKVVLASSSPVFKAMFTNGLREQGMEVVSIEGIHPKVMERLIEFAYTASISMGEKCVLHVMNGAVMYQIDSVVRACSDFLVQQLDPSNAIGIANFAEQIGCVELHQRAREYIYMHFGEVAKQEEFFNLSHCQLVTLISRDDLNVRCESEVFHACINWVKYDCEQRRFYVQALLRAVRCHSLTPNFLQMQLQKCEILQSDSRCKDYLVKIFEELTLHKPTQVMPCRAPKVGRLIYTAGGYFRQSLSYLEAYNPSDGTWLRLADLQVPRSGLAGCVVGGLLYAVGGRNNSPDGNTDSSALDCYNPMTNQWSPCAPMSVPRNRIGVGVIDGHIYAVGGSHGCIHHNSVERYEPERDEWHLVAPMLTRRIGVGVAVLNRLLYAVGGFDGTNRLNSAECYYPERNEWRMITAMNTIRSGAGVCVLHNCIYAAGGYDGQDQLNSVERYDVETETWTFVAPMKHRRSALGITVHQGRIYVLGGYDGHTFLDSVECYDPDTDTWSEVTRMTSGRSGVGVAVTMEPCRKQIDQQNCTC
CAL-PDZ inh HTS = CAL PDZ (human) peptide binding inhibition. inhibition, % at 24.9 µM. purified CAL PDZ, TMR-peptide fluorescence polarization, 1 h. 300,000 tested, 0.92% active. Q9HD26;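 active = mean inhibition of at least 30% with at least half of replicates also reaching 30%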;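 note: 0% = DMSO neutral control and 100% = excess unlabeled competitor peptide PRC23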
V-ATPase pHluor = regulators of yeast V-ATPase proton transport. S. cerevisiae, pHLuorin cytosolic pH fluorescence. response, % at 10 µM. 350,000 tested, 0.37% active; in the data active = response mostly above about 7.3%, no sharp cut-off; inactive = mostly below about 5.4%; note: actives read high; inactives centre near 0; some compounds called inactive have numbers as strong as hits; reference of the scale not given here
Cardiac RTF inh = cardiac RTF calcium desensitization | P19429+P45379 | IANBD-labeled cardiac RTF, Ca2+ fluorescence | inhibition, % at 7.15 µM | 340,000 tested, 0.12% active | AID 493244;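 active = inhibition above the mean inhibition of all tested compounds plus 3 SD, cut at about 17% in these data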;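 note: assay run at fixed EC70 calcium of 1.6 mM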
LANA DNA inh = KSHV C-LANA DNA binding inhibition; MBP-C-LANA/FAM-LBS DNA binding, fluorescence polarization; inhibition, % at 9 µM; 340,000 tested, 0.078% active; AID 504423;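 active = highest replicate inhibition at or above 60% at 9 µM, even if other replicates fall short; inactive = all replicates below 60% inhibition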;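 note: 0% = neutral control wells and 100% = 4 µM acridine orange control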
MOR-DOR ag = OPRM1-OPRD1 heterodimerization agonism; activation, % at 9.3 µM; cells, luminescence; P35372+P41143; 340,000 tested, 0.3% active; in the data active = activation above about 18%;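 note: 0% = vehicle-treated cells and 100% = reference agonist; values of inactives mirror those of a sister screen read the other way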
OPRM1-OPRD1 inv = mu-delta opioid heterodimer inverse agonism. P35372+P41143. cell-based MOR-DOR heterodimer luminescence. inhibition, % at 9.3 µM. 340,000 tested, 0.21% active. AID 504357; in the data active = inhibition above about 22%, passing the limit was not always enough;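 note: 0% = cells with DMSO and 100% = wells without cells with DMSO; values of inactives mirror those of a sister screen read the other way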
HTR5A inv ctr = inverse agonist of human HTR5A in OPRM1-OPRD1 counter-screen; HTR5A cell line, luminescence, inverse agonism; AID 504634; P47898; inhibition, % at 9.3 µM; 340,000 tested, 0.083% active; in the data active = inhibition mostly above about 23%, no sharp cut-off; inactive = mostly below about 18%;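 note: 0% = cells with DMSO and 100% = no-cell wells with DMSO; some compounds called inactive have numbers as strong as hits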
An asterisk follows results filed as active; / = no result given; & = joins results of further samples. An excerpt. The share of hits here may be higher or lower than overall.

SMILES	cardiac RTF act	HTR5A ag	Keap1 Nrf2 FP	CAL-PDZ inh HTS	V-ATPase pHluor	Cardiac RTF inh	LANA DNA inh	MOR-DOR ag	OPRM1-OPRD1 inv	HTR5A inv ctr
COc1ccc(Sc2ccc(NC(=O)c3ccccc3Cl)cc2C#N)cc1	0.8	-4.1	-1.9	2.5	-3.5	-4.7	-0.1	1.9	-7.8	14.2
CC1(C)Oc2ccc(C#N)cc2[C@@H](N2CCCC2=O)[C@@H]1O	10.2	-2.9	-4.6	-1.9	6.9	7.8	-2.0	-0.6	3.2	-19.1
CN1CCC(=C2c3ccccc3CC(=O)c3sccc32)CC1	1.2&0.9&-0.8	-4.4&0.0&-0.5	-2.4&0.1&-4.3	-4.0&-5.1&-0.6	-13.0&1.5&-2.4	-2.7&11.2&-7.3	0.5&0.2&0.3	-0.9&-2.2&-1.3	4.8&11.7&7.3	15.8&0.1&6.2
C/C=C(/C)C(=O)O[C@@H]1c2cc3c(c4c2[C@@]2(CO4)C(=O)C(OC)=C(OC)C=C2C[C@@H](C)[C@H]1C)OCO3	-2.4	-5.1	-5.2	-4.7	-1.8	-4.6	-2.0	-0.4	2.4	12.9
CCC(Cc1c(I)cc(I)c(N)c1I)C(=O)O (stereo not given)	11.0	-2.4	-4.9	-3.3	2.0	9.2	0.1	-1.8	10.0	-11.1
CC(=O)N(CC(O)CO)c1c(I)c(C(=O)NCC(O)CO)c(I)c(C(=O)NCC(O)CO)c1I (stereo not given)	6.4	3.8	3.5	-1.8	6.3	5.0	1.1	-1.0	5.3	-13.5
CC(C)(C(=O)c1cccnc1)c1cccnc1	-3.4	2.1	-4.4	-0.2	-2.3	-1.0	-6.5	-1.3	7.1	-7.6
O=C1CCc2cc(OCCCCc3nnnn3C3CCCCC3)ccc2N1	2.2	0.4	-0.2	-4.3	5.7	-1.9	1.6	-2.6	13.8	-1.3
C[C@H]1c2cccc(O)c2C(O)=C2C(=O)C3(O)C(O)=C(C(N)=O)C(=O)[C@@H](N(C)C)[C@@H]3[C@@H](O)[C@@H]21 (stereo not given in full)	4.8	-3.9	2.8	-0.7	2.5	-2.6	-0.4	0.0	0.1	14.0
O=C(NCCN1CCOCC1)c1ccc(Cl)cc1	4.6	-1.8	-4.3	-0.3	-0.9	-6.3	0.3	-1.9	10.4	4.4
C[C@H]1c2cccc(O)c2C(O)=C2C(=O)[C@]3(O)C(O)=C(C(N)=O)C(=O)[C@@H](N(C)C)[C@@H]3[C@@H](O)[C@@H]21	-5.1	5.0	2.1	7.3	-0.4	14.1	3.5	-0.9	4.8	-17.7
CCN(CC)S(=O)(=O)c1ccc(C(=O)O)cc1	1.4	-0.7	-0.2	/	0.1	1.2	0.1	-1.7	9.2	2.9
CCCCOC(=O)c1ccc(N)cc1	3.9	0.2	-4.2	-2.6	8.3	15.3	-0.1	-1.1	5.9	-0.8
CN1CCN(CCCN2c3ccccc3Sc3ccc(S(=O)(=O)N(C)C)cc32)CC1	3.9	5.2	-5.6	-3.0	-3.7	-0.8	0.6	-0.6	3.5	5.9
COc1ccccc1OC(=O)Oc1ccccc1OC	-6.3	-0.8	-0.2	-6.1	0.0	3.7	0.2	-3.1	15.6	3.0
CCCc1cc(C(N)=S)ccn1	2.8	8.0	-6.1	-0.7	2.1	-9.6	-0.7	-2.5	13.5	-28.5
CC[C@]12CCCN3CCc4c(n(c5ccccc45)[C@@](O)(C(=O)OC)C1)[C@@H]32	7.7	2.6	-2.9	1.5	-0.8	-8.2	0.4	-2.8	14.0	4.4
CCOC(=O)Nc1ccc(NCc2ccc(F)cc2)nc1N	71.7*	2.5	-5.5	-1.0	-0.9	-67.3	16.8	0.6	-3.0	-28.9
CCN(CC)CCOC(=O)C(c1ccccc1)c1ccccc1	-2.0	0.3	-2.8	-6.1	4.5	-1.5	-0.2	-1.9	10.3	-24.4
C[C@]12CC[C@H]3C(=CCc4cc(O)ccc43)[C@@H]1CCC2=O	-4.0	1.4	-1.0	-3.0	-0.6	6.9	-1.2	0.2	-1.1	-2.9
COc1ccc(S(=O)(=O)Nc2nnc(CC(C)C)s2)cc1	4.0	5.0	-4.2	-2.6	0.5	-2.1	-0.4	-1.7	9.4	13.2
C#C[C@]1(O)CC[C@H]2[C@@H]3CCC4=CC(=O)CC[C@@H]4[C@H]3CC[C@@]21CC	7.2&8.8	-2.2&-2.3	-0.6&-4.2	-6.3&-3.5	-1.0&2.2	-9.8&-9.8	-1.3&0.0	-1.4&-1.9	7.6&10.3	8.0&8.4
CN=C(N)NC(=O)Nc1c(C)cccc1C	/	/	3.5	2.7	0.0	/	-1.1	/	/	/
Nc1cc(=O)[nH]c(N)n1	1.6	2.7	-3.1	-4.2	0.2	-9.7	-0.6	0.3	-1.6	-5.9
CN1CCN(c2c(F)cc3c(=O)c(C(=O)O)cn4c3c2SCC4)CC1	4.6	1.3	0.4	-2.4	-0.9	1.5	-1.7	-1.7	9.8	-3.8

A section taken from the entries so far, as a working copy:
SMILES	cardiac RTF act	HTR5A ag	Keap1 Nrf2 FP	CAL-PDZ inh HTS	V-ATPase pHluor	Cardiac RTF inh	LANA DNA inh	MOR-DOR ag	OPRM1-OPRD1 inv	HTR5A inv ctr
COc1ccc(Sc2ccc(NC(=O)c3ccccc3Cl)cc2C#N)cc1	0.8	-4.1	-1.9	2.5	-3.5	-4.7	-0.1	1.9	-7.8	14.2
CC1(C)Oc2ccc(C#N)cc2[C@@H](N2CCCC2=O)[C@@H]1O	10.2	-2.9	-4.6	-1.9	6.9	7.8	-2.0	-0.6	3.2	-19.1
CN1CCC(=C2c3ccccc3CC(=O)c3sccc32)CC1	1.2&0.9&-0.8	-4.4&0.0&-0.5	-2.4&0.1&-4.3	-4.0&-5.1&-0.6	-13.0&1.5&-2.4	-2.7&11.2&-7.3	0.5&0.2&0.3	-0.9&-2.2&-1.3	4.8&11.7&7.3	15.8&0.1&6.2
C/C=C(/C)C(=O)O[C@@H]1c2cc3c(c4c2[C@@]2(CO4)C(=O)C(OC)=C(OC)C=C2C[C@@H](C)[C@H]1C)OCO3	-2.4	-5.1	-5.2	-4.7	-1.8	-4.6	-2.0	-0.4	2.4	12.9

Part of the list above, in markdown:
| mol | cardiac RTF act | HTR5A ag | Keap1 Nrf2 FP | CAL-PDZ inh HTS | V-ATPase pHluor | Cardiac RTF inh | LANA DNA inh | MOR-DOR ag | OPRM1-OPRD1 inv | HTR5A inv ctr |
| --- | --- | --- | --- | --- | --- | --- | --- | --- | --- | --- |
| CCOC(=O)Nc1ccc(NCc2ccc(F)cc2)nc1N | 71.7* | 2.5 | -5.5 | -1.0 | -0.9 | -67.3 | 16.8 | 0.6 | -3.0 | -28.9 |
| C#C[C@]1(O)CC[C@H]2[C@@H]3CCC4=CC(=O)CC[C@@H]4[C@H]3CC[C@@]21CC | 7.2&8.8 | -2.2&-2.3 | -0.6&-4.2 | -6.3&-3.5 | -1.0&2.2 | -9.8&-9.8 | -1.3&0.0 | -1.4&-1.9 | 7.6&10.3 | 8.0&8.4 |

Further structures:
SMILES	cardiac RTF act	HTR5A ag	Keap1 Nrf2 FP	CAL-PDZ inh HTS	V-ATPase pHluor	Cardiac RTF inh	LANA DNA inh	MOR-DOR ag	OPRM1-OPRD1 inv	HTR5A inv ctr
O=c1c(O[C@@H]2O[C@H](CO)C(O)C2O)c(-c2ccc(O)c(O)c2)oc2cc(O)cc(O)c12 (stereo not given in full)	0.3	2.9	1.1	-5.7	-7.6	1.5	5.3	-0.7	3.7	0.1
CC(=O)OCC(=O)C1(O)CCC2C3CCC4=CC(=O)C=CC4(C)C3(F)C(O)CC21C (stereo not given)	4.1	0.9	-1.8	-0.3	-1.5	-7.8	0.0	-3.1	16.2	-3.4
O=C1c2ccccc2C(=O)c2c(O)c(O)cc(O)c21	2.9	-3.7	7.4	2.9	0.8	-3.7	11.0	3.9	-21.0	13.1
COc1cc2c(c(OC)c1OC)-c1c(cc(OC)c(OC)c1OC)C[C@H](C)[C@H](C)C2	-4.9	3.0	-1.7	-7.6	-1.7	-13.1	0.1	2.3	-12.8	3.3
O=C1c2c(O)cccc2C(C2OC(CO)[C@@H](O)[C@H](O)[C@H]2O)c2cc(CO)cc(O)c21 (stereo not given in full)	1.4	6.2	-6.3	-5.6	0.1	-11.1	1.2	4.9	-27.5	2.4
COc1cc(C(=O)NCCCCCC(=O)O)cc(OC)c1OC	1.6	1.0	5.2	-3.8	-2.0	8.6	0.5	0.2	-1.1	-5.3
COc1cc(NC(=O)c2cc(C3CC3)on2)c(OC)cc1Cl	0.7	3.6	-0.1	7.0	0.0	-0.1	-1.6	1.4	-8.3	1.3
CCCN(CCC)C(=O)C(CCC(=O)O)NC(=O)c1ccccc1 (stereo not given)	2.0	2.5	-2.9	1.4	-1.0	7.7	-0.8	-2.0	10.9	-8.8
CN(C)CCOC(=O)C(c1ccccc1)C1(O)CCCC1 (stereo not given)	1.2	-4.5	-5.8	0.2	0.9	1.6	2.1	-0.4	2.3	5.7
CCOc1ccc(NC(=S)N2CCC(C(O)(c3ccccc3)c3ccccc3)CC2)cc1	0.3	-1.0	0.4	0.4	1.9	-5.4	3.3	-1.9	9.3	10.8
Oc1cc2c(cc1O)C1c3ccc(O)c(O)c3OCC1(O)C2 (stereo not given)	-0.7	-2.1	-4.4	-0.3	2.3	1.4	20.5	-2.7	13.7	36.3
Cc1ccsc1/C=C/C1=NCCCN1C	-1.9&8.5&0.7	0.2&9.3&-3.3	0.7&-6.1&-4.9	5.9&-0.8&-4.2	-2.6&-1.9&-0.3	-4.4&3.9&7.8	0.0&0.1&-2.0	-1.8&-0.4&-2.5	10.0&2.3&14.0	11.3&-7.2&-1.2
CCOC(=O)Nc1ccc2c(c1)N(C(=O)CCN1CCOCC1)c1ccccc1S2	-1.7&2.2	-1.7&5.4	-4.8&-0.8	-0.3&-3.6	-3.2&0.2	-6.4&-1.1	-2.3&1.3	-2.2&-1.3	10.1&7.3	6.1&13.3
O=C(c1ccccc1)c1ccc2n1CCC2C(=O)O (stereo not given)	3.6	1.1	-4.8	0.7	-4.3	-1.0	0.3	-0.3	1.7	-5.7
COc1c(O)cc2c(c1O)[C@@H]1O[C@H](CO)[C@@H](O)[C@H](O)[C@H]1OC2=O	-3.2	1.8	1.2	-3.5	0.5	-1.9	-0.8	-0.3	1.6	-7.0
Nc1ncnc(Nc2ccccc2)n1	-3.6	0.4	0.5	4.2	2.0	-2.9	2.7	-0.6	3.1	-1.4
CCC12CCCN3CCc4c(n(c5ccccc45)C(O)(C(=O)OC)C1)C32 (stereo not given)	9.4	2.3	-3.5	2.8	-0.9	-14.1	15.4	4.7	-23.7	3.3
O=C(O)CCCCCCCC(=O)O	3.7	-1.0	2.8	-12.0	2.3	9.2	0.9	-2.4	13.4	-13.7
